# Rad51 HR inh = Rad51 (human) homologous recombination inhibition; hRad51 DNA strand exchange, fluorescence dequenching; inhibition, % at 10 µM; 200,000 compounds, 0.085% hits;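 active = inhibition above 40% at the single screening dose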;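 also: 0% = DMSO control wells and 100% = blanks with heterologous ssDNA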
#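 Test system – preformed human Rad51 ssDNA filaments · Reagent – Donor/quencher-labelled 47-bp dsDNA substrate · Incubation – 37 °C 15-min filament assembly, 30-min compound preincubation, 15-min exchange · Signal – FRET fluorescence dequenching, excitation 485 nm, emission 520 nm · Read-out – percent inhibition from fluorescence, normalised to plate control and blank means · Benchmarks – plate control and blank wells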
# 14-3-3 Bad PPI = disrupts binding of bovine 14-3-3 zeta to phospho-Bad peptide. P63103. TR-FRET 14-3-3zeta/Dy647-pBad peptide displacement, 1 h. inhibition, % at 21.7 µM. 220,000 compounds, 0.71% hits;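 active = inhibition above about 70%, limit read from the data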;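 also: 0% = full 14-3-3 plus peptide FRET controls and 100% = background without 14-3-3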
# NCF1 inh = p47phox (human) inhibition. p47phox/p22phox peptide binding, fluorescence polarization, 2 h. 220,000 compounds, 0.53% hits. P14598. inhibition, % at 24.7 µM;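 also: 0% = p47phox with labelled peptide and 100% = labelled peptide alone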
# Cl transport mod = KCC2 (human) Cl- transport modulation; B-score of Tl+ flux slope (higher = more flux/activation; lower = inhibition) at 10 µM; Q9H2X9; KCC2 cells, thallium flux FluoZin-2 fluorescence; AID 1456; 190,000 compounds, 2.2% hits;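 active = thallium flux slope and its plate-corrected score both differing from the plate sample mean at a set confidence after two filtering rounds, in either direction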;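 also: slope of fluorescence scaled to starting intensity during 10 to 20 s after thallium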
# Furin inhibitor = blocks human furin protease activity; P09958; purified furin, fluorogenic substrate cleavage; inhibition, % at 30 µM; 220,000 compounds, 0.061% hits; AID 463115; in the data active = inhibition above about 25%; also: inactives centre near -15
# Target sequence (P09958 108-714 limits assumed): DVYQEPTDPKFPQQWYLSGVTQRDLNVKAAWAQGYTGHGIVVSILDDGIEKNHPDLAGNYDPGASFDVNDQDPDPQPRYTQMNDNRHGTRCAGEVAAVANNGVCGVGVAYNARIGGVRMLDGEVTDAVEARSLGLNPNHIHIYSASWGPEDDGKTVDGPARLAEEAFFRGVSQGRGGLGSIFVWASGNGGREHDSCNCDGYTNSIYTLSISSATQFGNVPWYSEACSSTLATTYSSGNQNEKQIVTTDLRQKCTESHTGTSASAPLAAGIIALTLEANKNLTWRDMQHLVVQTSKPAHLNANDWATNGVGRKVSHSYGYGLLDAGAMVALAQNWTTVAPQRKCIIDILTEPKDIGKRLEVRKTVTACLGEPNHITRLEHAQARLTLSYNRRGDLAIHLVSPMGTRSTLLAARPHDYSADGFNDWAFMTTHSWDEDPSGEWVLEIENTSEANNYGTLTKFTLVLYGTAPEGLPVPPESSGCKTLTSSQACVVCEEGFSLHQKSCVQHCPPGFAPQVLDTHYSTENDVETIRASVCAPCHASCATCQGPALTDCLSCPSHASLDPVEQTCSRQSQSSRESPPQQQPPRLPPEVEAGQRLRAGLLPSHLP
# hK5 inh = blocks human kallikrein 5 protease activity; inhibition, % at 5 µM; recombinant hK5, fluorogenic AMC substrate cleavage; 210,000 compounds, 0.59% hits;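 active = inhibition of 40% or more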;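 also: 0% = enzyme controls without compound and 100% = no-enzyme blanks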
# Target sequence (Q9Y337 67-293 limits assumed): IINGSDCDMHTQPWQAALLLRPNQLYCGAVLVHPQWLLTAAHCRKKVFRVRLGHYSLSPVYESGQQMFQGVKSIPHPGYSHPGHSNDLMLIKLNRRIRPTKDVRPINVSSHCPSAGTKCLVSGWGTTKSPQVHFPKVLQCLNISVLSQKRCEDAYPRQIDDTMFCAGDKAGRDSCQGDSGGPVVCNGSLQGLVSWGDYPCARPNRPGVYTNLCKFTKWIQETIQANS
# thrombin 1536 = blocks human thrombin protease activity | AID 1046 | alpha-thrombin, Boc-VPR-AMC fluorogenic substrate cleavage | 220,000 compounds, 0.26% hits | inhibition, % at 5 µM | P00734;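 active = inhibition at or above 40%; inactive = inhibition below 40%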;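 also: 0% = enzyme with no compound and 100% = wells without enzyme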
#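 Test system: human alpha-thrombin protein / Dosing: one concentration per compound, 5 µM, with 0.2% DMSO / Medium: pH 7.5 Tris-saline with Tween 20 / Benchmarks: no-compound enzyme wells and no-enzyme blanks / Read-out basis: percent inhibition of thrombin substrate cleavage / Timing: reaction at room temperature / Measured by: fluorescence, ex 355 nm, em 460 nm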
# eIF4E-4G inh = inhibitors of eIF4E and eIF4G interaction in translation initiation; AID 782; TR-FRET eIF4E-eIF4GI(517-606) binding, 2 h; inhibition, % at 21.7 µM; 220,000 compounds, 0.37% hits;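 also: 0% = full FRET control wells and 100% = background wells lacking eIF4GI fragment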
# EBV gp42 block = EBV gp42 inhibition | Q1HVG2 | Fluorescence polarization binding assay, mP read-out | inhibition, % (tested at 21.74 µM) | 220,000 compounds, 0.42% hits | AID 1085; in the data active = inhibition above about 50%
# Numbers without * were called inactive; . = not tested or not shown; [ ] = remark or other dose.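 The calls were made as follows, unless noted: active = inhibition above about 30% (limit read from the data); inactive = the rest.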 Not a hit list (roughly 4.7% active in at least one column).
cpd	canonical_smiles	Rad51 HR inh	14-3-3 Bad PPI	NCF1 inh	Cl transport mod	Furin inhibitor	hK5 inh	thrombin 1536	eIF4E-4G inh	EBV gp42 block
1	COc1ccc(Cc2nnc(Nc3ccc(C)cc3)o2)cc1OC	17	0	-17	-1.7	-18	3	0	-7	-21
2	O=P(O)(O)c1ccccc1OCCOCCOCCOCCOc1ccccc1P(=O)(O)O	10	-7	-12	-0.35	-20	-3	0	-1	-1
3	O=C(O)c1c2c(nc3ccc(S(=O)(=O)N4CCC(C(=O)NC5CCCCCC5)CC4)cc13)CCCC2	-22	3	-8	0.47	-18	-8	-1	10	18
4	Fc1cc(Br)ccc1NC(=S)NCCc1ccccc1	1	-12	6	-2.2	-10[20 µM]	-6	0	5	-8
5	Cc1ccc(OCCCn2c(CO)nc3ccccc32)cc1	-8	10[fluorescence artefact?]	-1	0.33	-6[20 µM]	12	0	1	-19
6	COc1cc(C(CCN2CCN(c3ccccc3)CC2)c2c(OC)cc(OC)c3c(C)cc(=O)oc23)cc(OC)c1OC (centres undefined)	-5	0	15	0.84	-16	0	0	1	-9
7	Cc1nc(NC(C)c2ccccc2)c2c3c(sc2n1)CCC3 (centres undefined)	0	-8	-3	-6.3*	-17[20 µM]	12	-2	-5	-7
8	CCCNC(=O)c1ccc2c(=O)c(O)c(-c3ccc(F)cc3)[nH]c2c1	-6	-4	-12	0.9	-29	4	3	98*	-15
9	CCCCCCn1ccc(=N)cc1	2	4	-17	.	-9[20 µM]	-7	-1	14	-9
10	O=C(O)CC(C(=O)OCC1CCCO1)N1CCOCC1 (centres undefined)	0	7	-7	.	-15	-4	-2	3[fluorescence artefact?]	-18
11	CCOC(=O)CP(=O)(c1ccccc1)c1ccccc1	3	5	0	.	-19[20 µM]	-10	0	-3	-7
12	N#CCCCCN1CCCC1	-10	-2	-3	0.25	-26	-10	-14	-5	3
13	C/C(=N/NC(=O)CNC(=O)CCc1ccccc1)c1ccc(Cl)cc1	-5	0	-5	0.19	-9	0	-3	-1	-6
14	COc1cccc(NS(=O)(=O)c2cn(C)c(=O)n(C)c2=O)c1	3	3[fluorescence artefact?]	-3	1.2	-22	-24	-11	6[fluorescence artefact?]	0
15	CCOC(=O)c1sc(C)c(C(=O)NCC(C)(C)CN(C)C)c1N	-5	-6	1	-0.33	-7[20 µM]	-12	1	4	3
16	O=S(=O)(c1ccc(F)cc1)N1CCN(Cc2ccccn2)CC1	0	4	-30	0.22	-19	-3	-10	0	-23
17	Cn1c(NC(=O)c2cccs2)c(-c2cccs2)c(=O)c2ccccc21	-1	2	-15	.	-18	-16	-1	2	-16
18	Cn1nnnc1SCC(=O)NCc1ccccc1	2	-2	7	0.69	-16[20 µM]	-6	-1	7[fluorescence artefact?]	-11
19	COC(=O)c1cc(=O)n(Cc2ccc3c(c2)OCO3)c(=Nc2ccc(F)c(Cl)c2)s1	-1	5[fluorescence artefact?]	-3	.	-22	-4	-4	9[fluorescence artefact?]	0
20	O=C(NCc1ccco1)C1CCCN1S(=O)(=O)c1ccc2ccccc2c1 (centres undefined)	-10	1	-29	0.37	-30[20 µM]	-7	-4	-3	-19
21	O=C(NCCCN1CCOCC1)C(=O)N/N=C/c1ccccc1O	.	-6	-14	0	-16	-15	-9	-4	-21
22	CCOC(=O)c1c(C)[nH]c(C(=O)Cn2nnc(-c3ccccc3)n2)c1C	-7	-11	-43	0.58	-11	-9	3	-11[fluorescence artefact?]	-19
23	COc1ccc(CNn2c(-c3ccccc3F)nc3ccccc3c2=O)cc1OC	9	-9	-18	-0.22	-28	-6	8	0	2
24	O=C1CC(N2CCN(c3ccccc3)CC2)C(=O)N1CCc1ccccc1 (centres undefined)	7	-5	2	-0.8	-17	-7	5	7	-20
25	CCN=C1S/C(=C\c2ccc(O)c(OCC)c2)C(=O)N1CC	21	-7	-17	-1.6	-7	-10	-2	2	-16
26	CCCCC(CC)CNC(=O)c1cccs1 (centres undefined)	-7	-5	-11	.	-16	-8	-3	3	5
27	O=C(NCCc1ccccc1)C1(c2ccccc2)CC1(Cl)Cl (centres undefined)	6	17[fluorescence artefact?]	-6	-0.36	-6	-2	-5	6[fluorescence artefact?]	-10
28	CC(C)C(=O)N(Cc1ccc2c(c1)OCO2)Cc1ccccn1	-4	17	-7	0.22	-11	-6	-1	13	-16
29	Cc1ccccc1NC(=O)c1cn2c(nc3ccccc32)c(C#N)c1C	9	5	-15	-0.16	-25	8	6	-2	-4
30	CNC(=S)SCCOc1ccccc1	21	12	-14	-1.8	-20	1	0	-5	-15
31	Cc1nc2ccccc2n1CC(=O)OCC(=O)Nc1ccc2c(c1)OCCO2	5	-2[fluorescence artefact?]	-9	0.48	-22	-24	-14	-1[fluorescence artefact?]	-6
32	O=S(=O)(NCCCN1CCOCC1)c1ccc(Cl)s1	-4	-3	-2	-0.73	-10	-11	-10	-2	0
33	COc1nc(N)c(S(=O)(=O)c2ccccc2C)cc1C#N	8	.	-17	.	-35[20 µM]	-7	-4	.	-43
34	Cc1ccsc1C(=O)Nc1ccccc1N1CCOCC1	-4	2[fluorescence artefact?]	-16	0.055	-13[20 µM]	1	4	-9	-18
35	O=c1c([N+](=O)[O-])cccn1Cc1ccc(F)cc1Cl	-1	8	0	-0.14	-29	2	.	1	-12
36	CCOC(=O)N1CCN(C(=O)C(=O)N/N=C/c2ccc(OC)cc2OC)CC1	13	-1	-5	-0.42	-15	4	-2	0	-3
37	O=C(Cn1cc(C(=O)c2cccs2)c2ccccc21)NCc1cccs1	0	-7	-5	-0.97	-7[20 µM]	-2	-3	-1	-21
38	CCOCCCNC(=O)C1CCCN1C(=O)NC1CCCCC1 (centres undefined)	-1	1	3	-1.2	-9	-12	-13	3[fluorescence artefact?]	1
39	O=C(CCC1CCCC1)Nc1cccc(Cc2ccncc2)c1	-7	-13	-8	-1.6	-24	3	1	2	-6
40	Nc1nc(Br)c2ccccc2c1-c1ccc(F)cc1	1	-12[fluorescence artefact?]	5	.	-30[20 µM]	-23	2	-6[fluorescence artefact?]	-2
41	COc1cccc(C2CC(c3ccccc3)n3ncnc3N2)c1 (centres undefined)	4	6	-5	0.43	-3	-1	-8	0	7
42	CN(CC(=O)Nc1ccccc1C(F)(F)F)C(=O)COc1cccnc1[N+](=O)[O-]	-6	-6	-12	-0.09	-17	2	3	-2	-68
43	CC(C)(C)C(=O)CNS(=O)(=O)c1ccc(S(=O)(=O)NC2CCCC2)cc1	-2	-10	-4	.	-22[20 µM]	31	13	-2	-5
44	O=C(NCCN1CCOCC1)c1cccc(S(=O)(=O)N2CCCCCC2)c1	-1	-1	-12	.	-31[20 µM]	-2	-1	-13	-5
45	Clc1ccc(Cn2ncc3c(N4CCCC4)ncnc32)cc1	8	-1	-4	.	-7[20 µM]	44*	9	5[fluorescence artefact?]	14
46	CC1CCN(CC(C)OC(=O)c2ccc3c(c2)OCCO3)CC1 (centres undefined)	1	8[fluorescence artefact?]	-8	.	-10	-2	-2	1	-6
47	CC(=O)Nc1ccc(S(=O)(=O)NC(C)C(=O)OCC(=O)NC2CCCC2)cc1 (centres undefined)	10	-4	-8	0.66	-4	-10	-6	-5	-1
48	O=C1CCCN1CCC1CCCCN1Cc1nc(-c2cnccn2)no1 (centres undefined)	.	0	7	0.57	-13	.	-7	3	2
49	C/C(=N/NC(=O)CN1CCN(S(=O)(=O)c2ccc(Br)cc2)CC1)c1ccco1	2	8[fluorescence artefact?]	-4	0.64	-23	-10	-7	-1	-7

# Structural class: the entries above containing a thiophene ring, fused or not
cpd	canonical_smiles	Rad51 HR inh	14-3-3 Bad PPI	NCF1 inh	Cl transport mod	Furin inhibitor	hK5 inh	thrombin 1536	eIF4E-4G inh	EBV gp42 block
7	Cc1nc(NC(C)c2ccccc2)c2c3c(sc2n1)CCC3 (centres undefined)	0	-8	-3	-6.3*	-17[20 µM]	12	-2	-5	-7
15	CCOC(=O)c1sc(C)c(C(=O)NCC(C)(C)CN(C)C)c1N	-5	-6	1	-0.33	-7[20 µM]	-12	1	4	3
17	Cn1c(NC(=O)c2cccs2)c(-c2cccs2)c(=O)c2ccccc21	-1	2	-15	.	-18	-16	-1	2	-16
26	CCCCC(CC)CNC(=O)c1cccs1 (centres undefined)	-7	-5	-11	.	-16	-8	-3	3	5
32	O=S(=O)(NCCCN1CCOCC1)c1ccc(Cl)s1	-4	-3	-2	-0.73	-10	-11	-10	-2	0
34	Cc1ccsc1C(=O)Nc1ccccc1N1CCOCC1	-4	2[fluorescence artefact?]	-16	0.055	-13[20 µM]	1	4	-9	-18
37	O=C(Cn1cc(C(=O)c2cccs2)c2ccccc21)NCc1cccs1	0	-7	-5	-0.97	-7[20 µM]	-2	-3	-1	-21

# Screening data as filed in PubChem BioAssay.
